HePTP inh – human HePTP phosphatase inhibition; P35236; recombinant HePTP phosphatase activity, OD absorbance; inhibition, % at 20 µM; 110,000 compounds, 0.64% hits; AID 521; in the data active means inhibition above about 50%;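 further: plate controls were vehicle for no effect and reference inhibitor for full effect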
Target sequence (P35236 whole entry, looked up): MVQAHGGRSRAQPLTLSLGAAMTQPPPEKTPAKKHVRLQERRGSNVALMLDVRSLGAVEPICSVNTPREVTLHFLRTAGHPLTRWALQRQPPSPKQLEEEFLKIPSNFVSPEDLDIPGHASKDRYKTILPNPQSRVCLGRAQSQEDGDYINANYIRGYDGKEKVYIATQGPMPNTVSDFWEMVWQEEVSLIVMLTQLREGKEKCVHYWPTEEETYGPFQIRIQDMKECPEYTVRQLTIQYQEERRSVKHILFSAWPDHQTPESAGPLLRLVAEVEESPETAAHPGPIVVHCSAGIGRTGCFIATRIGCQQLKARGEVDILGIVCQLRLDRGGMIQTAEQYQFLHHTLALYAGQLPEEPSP
BAP1 inh – human BAP1 deubiquitinase inhibition; recombinant BAP1, Ub-AMC hydrolysis fluorescence kinetic; active compounds read low; AID 436; 72,000 compounds, 0.48% hits; activity remaining (% of control), % at 20 µM; Q92560;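 active means activity remaining at or below 50% of control, provided the compound also passes the data quality filters; inactive means the rest, including low values that fail the filters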;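 further: 100% = DMSO wells rate and 0% = substrate alone blank rate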
Target sequence (Q92560 whole entry, looked up): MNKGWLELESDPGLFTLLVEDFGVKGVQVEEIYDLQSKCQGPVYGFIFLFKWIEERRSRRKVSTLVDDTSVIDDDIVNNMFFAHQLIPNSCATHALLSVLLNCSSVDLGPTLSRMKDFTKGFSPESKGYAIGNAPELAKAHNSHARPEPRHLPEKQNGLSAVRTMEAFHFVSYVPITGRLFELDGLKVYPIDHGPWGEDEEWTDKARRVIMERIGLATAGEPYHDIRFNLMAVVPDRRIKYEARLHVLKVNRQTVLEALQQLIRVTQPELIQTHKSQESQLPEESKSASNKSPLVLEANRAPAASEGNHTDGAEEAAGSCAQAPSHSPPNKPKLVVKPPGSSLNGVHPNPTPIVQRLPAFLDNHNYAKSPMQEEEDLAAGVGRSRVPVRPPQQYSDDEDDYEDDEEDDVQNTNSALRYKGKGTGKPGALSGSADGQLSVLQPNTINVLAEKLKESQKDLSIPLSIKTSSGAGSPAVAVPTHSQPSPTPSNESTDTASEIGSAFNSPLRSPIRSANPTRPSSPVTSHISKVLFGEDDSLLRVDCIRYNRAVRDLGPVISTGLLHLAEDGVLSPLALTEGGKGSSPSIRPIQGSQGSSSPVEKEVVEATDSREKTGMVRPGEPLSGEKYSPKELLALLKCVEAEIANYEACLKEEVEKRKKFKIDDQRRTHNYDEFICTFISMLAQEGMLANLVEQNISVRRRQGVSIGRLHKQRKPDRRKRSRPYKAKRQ
An asterisk follows results filed as active; . = not tested or not shown; & = joins results of further samples.

SMILES	HePTP inh	BAP1 inh
CN=c1scc(C)n1/N=C/c1ccc2c(c1)OCO2	6	94
CCCCS(=O)(=O)c1sc2nc(C)cc(C)c2c1N	6	98
COc1cccc(N(CC(=O)NCC(C)C)S(=O)(=O)c2ccccc2)c1	1	.
COC(=O)c1c(F)c(F)c(NCCO)c(F)c1F	-10	88
Cc1ccccc1C(=O)Nc1sc2c(c1C(=O)N1CCN(Cc3ccccc3)CC1)CCC2	7	.
O=C(Cn1cc(C(=O)c2ccco2)c2ccccc21)NC1CCCC1	3	115
O=c1[nH]c(/C=C/c2ccccc2[N+](=O)[O-])nc2ccccc12	7	.
CNC(=O)c1cc(C)c(-c2ccccc2)s1	10	60
COc1ccc(CNC(=O)CN2C(=O)c3ccccc3C2=O)cc1	13	.
CC1=C(C(=O)Nc2ccccc2)C2(CCCCC2)C(C#N)=C(SCC(N)=O)N1	11	.
CN(C)c1ccc(N2C(=O)c3ccccc3C2=O)cc1	-21	189
Cc1sc2nc(-c3ccc(N(C)C)c(Br)c3)[nH]c(=O)c2c1C	-19	.
CN(Cc1ccccc1)Cc1nc2c(c(=O)n(C)c(=O)n2C)n1Cc1ccccc1Cl	-4	100
Cc1ccc2cc(CN(Cc3nnnn3C3CCCCC3)CC3CCCO3)c(=O)[nH]c2c1 (stereo unspecified)	10	104
CCCn1c2c(c(O)c(C(=O)Nc3ncccc3O)c1=O)CCCC2	-6	83
CN(C)c1ccc(/C=C2\C(=O)c3cccc([N+](=O)[O-])c3C2=O)cc1	3	.
C=C(C)c1cccc(C(C)(C)NC(=O)Nc2ccccc2C(=O)OC)c1	-1	.
Cc1csc(NC(=O)C2CCCN(S(=O)(=O)c3cccnc3)C2)n1 (stereo unspecified)	-1	93
O=C(Cc1ccc(Cl)cc1)NN1C(=O)c2ccccc2C1=O	10	.
Cc1ccc(NC(=O)C2CC(=O)NC(N3CCCCC3)=N2)cc1Cl (stereo unspecified)	12	98

Quoted from the listing.
Cc1sc2nc(-c3ccc(N(C)C)c(Br)c3)[nH]c(=O)c2c1C – HePTP inh = -19
C=C(C)c1cccc(C(C)(C)NC(=O)Nc2ccccc2C(=O)OC)c1 – HePTP inh = -1

(listing goes on)
SMILES	HePTP inh	BAP1 inh
COc1cc(/C=N/N2C(=O)c3ccc4c5c(ccc(c35)C2=O)CC4)ccc1O	-5	.
O=C(OCC(=O)N1CCC(Cc2ccccc2)CC1)c1ccc[nH]c1=O	0	103
CCOc1ccc(-c2nnc(NC(=O)c3ccc(OCC(C)C)c(OC)c3)o2)cc1	16	.
c1ccc(-n2ncnc2-c2ccc3c(c2)OCO3)cc1	0	.
O=C(O)c1ccc(S(=O)(=O)NCC2CCCO2)cc1 (stereo unspecified)	10	.
O=C(c1cc2cc(Br)ccc2oc1=O)N1CCCCCC1	-8	.
COc1ccc(NC(=O)Nc2c(C)n(-c3ccccc3)c(=O)n2C)cc1OC	-4	161
CC(=O)/C=C/c1oc2ccc([N+](=O)[O-])cc2c1-c1ccc(C)o1	2	.
CN(C1CCCCC1)S(=O)(=O)c1ccc(NC(=O)c2ccco2)cc1	3	129
CC(C(=O)O)N1C(=O)/C(=C/c2cccc(Br)c2)SC1=S (stereo unspecified)	-4	.
Oc1ccccc1N=Cc1sc2ccccc2c1O	-6	.
Cn1c(SCC(=O)N/N=C/c2cccc(OCc3ccccc3)c2)nc2ccccc21	-10	.
Cc1ccc2nc(NC(=O)C3CCCN(S(=O)(=O)c4cccc5nsnc45)C3)sc2c1 (stereo unspecified)	6	79
CCn1c(COc2ccc(OC)cc2)nnc1SCC(=O)Nc1cc(OC)ccc1OC	7	121
O=c1cc(Cn2nnc(-c3ccc(Cl)cc3)n2)nc2sccn12	12	94
CCC(C)NC(=O)c1cnn2c(C)c3c(nc12)CCCC3 (stereo unspecified)	2	53
Cc1ccc2nc(NC(=O)c3cccs3)sc2c1	-21	.
CCOC(=O)c1cc(-c2cc3ccccc3o2)n[nH]1	4	78
CCc1cccc2c3c([nH]c12)C(CC)(CC(=O)O)OCC3 (stereo unspecified)	3	99&104
CCCCc1nc2ccccc2c(C(=O)O)c1C	-1	102
O=C1CC(N(Cc2ccc3c(c2)OCO3)C(=S)Nc2ccccc2)C(=O)N1c1ccc(Cl)cc1 (stereo unspecified)	-10	.
CC(C)(C)NC(=O)c1ccc2c(c1)N(CC(=O)N1CCN(c3ccc(F)cc3)CC1)C(=O)C(C)(C)O2	7	100
COc1ccc(N2CCN(CCNC(=O)C3CCN(S(=O)(=O)c4cccs4)CC3)CC2)cc1	2	111
O=C(CNC(=O)c1ccco1)OCc1c(F)cccc1Cl	-2	71
CCOC(=O)c1cc2cc(-c3c(C(=O)OCC)oc4cc(O)cc(O)c4c3=O)ccc2o1	4	.
Cc1cc(C)nc(/N=C(/N)Nc2ccc(Cl)cc2[N+](=O)[O-])n1	-1	.
CC1(C)C(C=C(Cl)Cl)C1C(=O)Nc1ccccc1C(F)(F)F (stereo unspecified)	.	73
COc1ccc(C(=O)c2c(C)oc3c2cc(O)c2ccccc23)cc1	2	.
CC1(C)CCCC2=C1CC1C(=O)N(c3ccccc3)C(=O)C1C2 (stereo unspecified)	-7&3	101
Cc1cc(SCC(=O)OCC(=O)N2CCN(C(=O)c3ccco3)CC2)c(C)cc1Br	-3	.
Cc1c(NC(=O)C(C)Sc2nnc(-c3ccccc3)o2)c(=O)n(-c2ccccc2)n1C (stereo unspecified)	9	90
CCOc1cccc(-c2nc3cc(C)ccc3o2)c1	4&6	74
COc1ccc(NC2OC(C(O)CO)C(O)C2O)cc1 (stereo unspecified)	.	97
COc1ccc(NC(=O)CSc2nc(C)cc(C(F)(F)F)n2)cc1	14	54
CC(=O)n1c2ccccc2c2c(C#N)c(N3CCCCC3)sc21	7	60
Cc1ccc(NC(=O)COc2ccc(Cl)c(C)c2)c([N+](=O)[O-])c1	6	.
COc1cc(C(=O)N2CCN(Cc3cccc4ccccc34)CC2)cc(OC)c1OC	6	.
C/C(=C1/C(=O)N(c2nc3ccccc3s2)N=C1C(F)(F)F)N1CCCC1	-1	.
CC(C)c1nnc(NC(=O)CN(C)S(=O)(=O)c2ccc3c(c2)OCCO3)s1	1	98
COc1cccc(OCc2nc(-c3ccccn3)no2)c1	-20	.

Structures listed so far with a Cl atom:
SMILES	HePTP inh	BAP1 inh
CN(Cc1ccccc1)Cc1nc2c(c(=O)n(C)c(=O)n2C)n1Cc1ccccc1Cl	-4	100
O=C(Cc1ccc(Cl)cc1)NN1C(=O)c2ccccc2C1=O	10	.
Cc1ccc(NC(=O)C2CC(=O)NC(N3CCCCC3)=N2)cc1Cl (stereo unspecified)	12	98
O=c1cc(Cn2nnc(-c3ccc(Cl)cc3)n2)nc2sccn12	12	94
O=C1CC(N(Cc2ccc3c(c2)OCO3)C(=S)Nc2ccccc2)C(=O)N1c1ccc(Cl)cc1 (stereo unspecified)	-10	.
O=C(CNC(=O)c1ccco1)OCc1c(F)cccc1Cl	-2	71
Cc1cc(C)nc(/N=C(/N)Nc2ccc(Cl)cc2[N+](=O)[O-])n1	-1	.
CC1(C)C(C=C(Cl)Cl)C1C(=O)Nc1ccccc1C(F)(F)F (stereo unspecified)	.	73
Cc1ccc(NC(=O)COc2ccc(Cl)c(C)c2)c([N+](=O)[O-])c1	6	.

(list continues)
SMILES	HePTP inh	BAP1 inh
COC(=O)C1=C(C)Nc2nnnn2C1c1ccc(OCc2ccccc2)cc1 (stereo unspecified)	.	166
Clc1ccc(CN2CCN(/N=C\c3ccc(OCc4ccccc4)cc3)CC2)cc1	-4	.
CC(=O)Nc1nc2ccccc2n1Cc1ccccc1C	11	96
CC(=O)O[C@H]1CSC[C@H]1NC(=O)c1ccccc1	3	98
O=[N+]([O-])c1ccc(NCCCNS(=O)(=O)c2ccccc2)c(C(F)(F)F)c1	7	.
O=c1c2cc(N3CCOCC3)ccc2[nH]c(=S)n1CC1CCCO1 (stereo unspecified)	-8	90
CCCOc1ccc(C(=O)Nc2sc(C)cc2C(=O)OC)cc1	7	.
CC(=O)c1cccc(NC(=O)N2CCCC2C(=O)Nc2cccc(C)c2)c1 (stereo unspecified)	10	94
COc1cc(/C=N/NC(=O)Cc2n[nH]c(=O)[nH]c2=O)cc(Br)c1O	4	.
C=CCOc1ccc(/C=C2\C(=O)NC(=O)N(c3ccccc3)C2=O)cc1Br	-15	.
CCN(CC(=O)Nc1ccc2c(c1)OCCO2)CC(=O)Nc1cc(C)on1	8	105
O=C(O)c1ccc2c(c1)nnn2C1CCCCC1	2	102
COc1cc2c(C(=O)c3ccccc3)c(/C=C/N(C)C)oc2c2ccccc12	-17	.
O=C(CCC1CCCC1)N1CCN(C(=O)c2ccco2)CC1	7	92
COc1ccc(-c2nnco2)cc1OC	3	108
CC(=O)N=c1sc2c3ccccc3ccc2n1C	1	94
O=C(Nc1ccc(-c2ccc(Cl)cc2)cc1)c1sc2ccccc2c1Cl	6	.
Cc1c(C)n(C(=O)CSc2nncn2C)c2ccccc12	6	92
O=C(NCCOc1ccccc1)c1ccc2c(c1)OCO2	1	112
CN1CCN(CC(=O)N2CCn3c4c(c5cc(C6CCCCC6)ccc53)CCCC42)CC1 (stereo unspecified)	-1&-5	95

Structural class: the compounds so far with a thiophene ring, fused or not (10)
SMILES	HePTP inh	BAP1 inh
CCCCS(=O)(=O)c1sc2nc(C)cc(C)c2c1N	6	98
Cc1ccccc1C(=O)Nc1sc2c(c1C(=O)N1CCN(Cc3ccccc3)CC1)CCC2	7	.
CNC(=O)c1cc(C)c(-c2ccccc2)s1	10	60
Cc1sc2nc(-c3ccc(N(C)C)c(Br)c3)[nH]c(=O)c2c1C	-19	.
Oc1ccccc1N=Cc1sc2ccccc2c1O	-6	.
Cc1ccc2nc(NC(=O)c3cccs3)sc2c1	-21	.
COc1ccc(N2CCN(CCNC(=O)C3CCN(S(=O)(=O)c4cccs4)CC3)CC2)cc1	2	111
CC(=O)n1c2ccccc2c2c(C#N)c(N3CCCCC3)sc21	7	60
CCCOc1ccc(C(=O)Nc2sc(C)cc2C(=O)OC)cc1	7	.
O=C(Nc1ccc(-c2ccc(Cl)cc2)cc1)c1sc2ccccc2c1Cl	6	.

Following part:
SMILES	HePTP inh	BAP1 inh
COc1cc(/C=N\NC(=O)c2ccc(Br)cc2)ccc1OC(=O)c1cccc2ccccc12	3	.
CCOC1(OCC)N=C(N)C2(C#N)C(c3cccc(OC)c3OC)C12C#N (stereo unspecified)	12	102
Cc1cccc(-n2ncc3c(NC(C)C)ncnc32)c1	-9	102
CCOC(=O)CSc1nc2cc(OCC)ccc2n1C	8	.
C/C(CC(=O)NCc1ccco1)=N\NC(=O)Cc1cccs1	-8	.
CCOc1ccc(NC(=O)CCNc2c(N3CCCC3)c(=O)c2=O)cc1	3	102
CCN(CC)S(=O)(=O)c1cccc(C(=O)NCC(=O)OCC(=O)NCc2ccccc2)c1	9	112
NC(=O)c1c(N)sc2c1CCCCC2	8&34	76
COc1ccccc1NC(=O)C1=C(C)Nc2ncnn2C1c1ccc(C)o1 (stereo unspecified)	-2	119
C=CCC1(O)C(=O)N2C(=C1C(=O)N1CCOCC1)c1ccccc1CC2(C)C (stereo unspecified)	-6	.
c1ccc(OCCCN2CCCCC2)cc1	-7	.
CCOc1ccc2[nH]c(=O)c(CN(Cc3ccccc3)C(=O)N3CCCC3)cc2c1	-3	.
CCOc1cc(/C=C2/SC(=S)NC2=O)cc(Cl)c1OCc1ccc(Cl)cc1Cl	84*	.
Nc1nnc(CC(=O)NCc2ccccc2)s1	-3&10	92
CCCN1C(=O)C(=O)c2cc(Br)ccc21	.	119
O=C1c2oc3ccccc3c(=O)c2C(c2cccc(Br)c2)N1Cc1ccco1 (stereo unspecified)	6	120
CC(C)N1C(=O)/C(=C/c2cccc([N+](=O)[O-])c2)SC1=S	11	.
O=c1oc(COc2ccccc2Cl)nc2ccccc12	-5	.
O=C(CN1CCOCC1)NC1C2CC3CC(C2)CC1C3 (stereo unspecified)	5	90
COCCn1c(SCC(=O)NCCc2ccccc2)nnc1-c1ccco1	7	114
N=c1c2c(-c3ccccc3)c(-c3ccccc3)n(Cc3ccco3)c2ncn1Cc1ccco1	8	66
CCc1ccc(-n2c(C)cc(/C=C3/NC(=S)NC3=O)c2C)cc1	-16	.
COc1ccc(/C=N/n2cnnc2)cc1CSc1ccccn1	3	.
CN1CCN(/N=C/c2c(C(F)(F)F)[nH]n(-c3nc4ccccc4s3)c2=O)CC1	6	.
CCOc1ccccc1NC(=O)C1CCN(c2ccc(S(=O)(=O)N3CCCC3)cc2)CC1	11	79
O=C(O)c1ccc2oc(SCC(=O)N3CCCCC3)nc2c1	-1	72
CCN1CCCC1CN(Cc1cc2ccc(C)c(C)c2[nH]c1=O)C(=O)Nc1ccccc1OC (stereo unspecified)	-3	94
CCSc1nnc(Cc2cc(=O)[nH]c(=O)[nH]2)n1-c1ccc(F)cc1	1	90
Nc1cc(N)nc(SCC(=O)Nc2ccc3c(c2)OCCCO3)n1	0	92
CN(C(=O)c1ccncc1)C1CCS(=O)(=O)C1 (stereo unspecified)	9	100
O=C(Cc1ccc(Cl)cc1)Nc1ccc2c(c1)OCCO2	-12	.
Cc1ccc(N(CC(O)Cn2c3ccccc3c3ccccc32)S(C)(=O)=O)cc1 (stereo unspecified)	-2	.
O=C(OCCN1CCOCC1)c1cccnc1	-2	.
O=C(Nc1nncs1)C1COc2ccccc2O1 (stereo unspecified)	3	78
O=[N+]([O-])c1ccccc1S(=O)(=O)NCCN1CCOCC1	-7	.
O=C(O)C1CC(=O)N(Cc2ccccc2)C1 (stereo unspecified)	6	119
CC(C)Cn1c(CN(Cc2ccccc2)Cc2ccccc2)nc2c1c(=O)n(C)c(=O)n2C	12	88
CC(=O)C(=Cc1cc(C(C)(C)C)c(O)c(C(C)(C)C)c1)C(C)=O	5	.
Cn1c(NCc2ccccc2)nc2c1c(=O)n(Cc1ccc(Br)cc1)c(=O)n2C	2	74
O=C(Nc1cccc(Cl)c1)Nc1nnc(CSCc2ccc(Cl)cc2Cl)s1	-3	.
Cc1ccc(NC(=O)C(=O)Cc2ccc([N+](=O)[O-])cc2)c(C)c1	-2	.
C=CCn1c(C)cc(C(=O)CN2C(=O)c3ccccc3C2=O)c1C	8	99
Cc1sc(NC(=O)C2CC=CCC2C(=O)O)c(C#N)c1C (stereo unspecified)	30	.

Bioassay records as filed in PubChem.
